PDI turbidity: inhibitors of human PDI, primary screen, biochemical, turbidity, single point, plate reader | Protein disulfide-isomerase (Homo sapiens), P07237 | PDI insulin aggregation turbidity, A650, 90 min | inhibition, % at 10 µM | 350,000 tested, 0.052% active | AID 588391, 2011;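 active = mean inhibition across replicates of 30% or more, whatever share of single replicates reach that level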;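 note: absorbance from insulin aggregation driven by PDI reduction with DTT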
Target sequence (P07237 whole entry, looked up): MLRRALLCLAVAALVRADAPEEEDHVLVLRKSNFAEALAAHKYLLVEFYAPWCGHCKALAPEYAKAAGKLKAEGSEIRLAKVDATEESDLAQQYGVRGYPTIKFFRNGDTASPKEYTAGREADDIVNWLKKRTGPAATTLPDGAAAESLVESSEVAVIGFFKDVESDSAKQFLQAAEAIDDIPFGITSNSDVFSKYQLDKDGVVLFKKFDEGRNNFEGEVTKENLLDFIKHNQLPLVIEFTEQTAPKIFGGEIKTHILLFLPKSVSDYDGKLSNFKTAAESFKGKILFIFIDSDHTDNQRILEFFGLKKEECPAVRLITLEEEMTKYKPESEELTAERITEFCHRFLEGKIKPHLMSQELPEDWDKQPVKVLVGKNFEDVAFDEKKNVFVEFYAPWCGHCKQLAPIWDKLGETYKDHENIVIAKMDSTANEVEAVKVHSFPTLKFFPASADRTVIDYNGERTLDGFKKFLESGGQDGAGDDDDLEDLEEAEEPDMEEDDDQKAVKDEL
NR2E3 ag-1: inhibitors of NR2E3-RetCOR corepressor binding, primary screen, NR2E3 agonist project, biochemical, TR-FRET, GST-NR2E3, biotin-RetCOR | Photoreceptor-specific nuclear receptor (Homo sapiens), Q9Y5X4 | 1536-well | inhibition of corepressor binding, % at 4.78 µM | 320,000 tested, 0.12% active | AID 2300, 2010;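 active = percent inhibition above the cutoff of mean plus 3 SD of all tested compounds, set per screening campaign, cut at about 20% in these data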;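 note: 0% = DMSO wells and 100% = biotin wells as full block of FRET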
Target sequence (Q9Y5X4 whole entry, looked up): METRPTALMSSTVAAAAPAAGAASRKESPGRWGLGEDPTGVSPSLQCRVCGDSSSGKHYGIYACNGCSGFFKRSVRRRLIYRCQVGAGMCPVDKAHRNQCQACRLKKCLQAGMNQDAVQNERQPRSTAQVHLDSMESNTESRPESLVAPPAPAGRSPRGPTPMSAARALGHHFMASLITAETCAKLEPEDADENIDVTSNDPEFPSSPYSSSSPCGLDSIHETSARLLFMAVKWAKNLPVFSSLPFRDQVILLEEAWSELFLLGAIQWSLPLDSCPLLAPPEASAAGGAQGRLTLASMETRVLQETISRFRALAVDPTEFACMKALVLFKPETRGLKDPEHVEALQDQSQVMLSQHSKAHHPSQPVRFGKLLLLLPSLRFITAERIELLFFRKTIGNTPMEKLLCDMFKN
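Material – GST-tagged NR2E3 plus biotinylated RetCOR corepressor · Quantity – NR2E3 fusion 1.35 nM · Times – 5 h incubation at 4 °C · Medium – pH 7.5 Tris-based buffer · Technique – TR-FRET, Eu(K)-anti-GST donor, streptavidin-D2 acceptor, ex 340, em 617/671 nm · Benchmarks – high control biotin, low control 0.6% DMSO · Format – 1536-well plates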
NR2E3 ag-2: NR2E3 agonists in two-hybrid cells, primary screen, cell-based, luminescence, CHO-S, Gal4-NCOR/VP16-NR2E3; Photoreceptor-specific nuclear receptor (Homo sapiens), Q9Y5X4; luciferase; inhibition of corepressor binding, % at 3.98 µM; 360,000 tested, 0.35% active; AID 602229, 2012;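 active = inhibition above the mean of all tested compounds plus 3 SD, cut at about 70% in these data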;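 note: 0% = DMSO with NR2E3 transfected cells and 100% = cells lacking NR2E3 construct; higher means lower luciferase signal from less NR2E3 corepressor binding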
Peg3 prom inh: Peg3 promoter-driven luciferase inhibitors, primary screen, cell-based, HeLa, luciferase luminescence | HeLa PEG-Prom luciferase reporter, overnight | inhibition, % at 20 µM | 360,000 tested, 1.7% active | AID 588405, 2011;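 active = inhibition of at least 50% at 20 µM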
CaV13 FRET inh: Primary screen for inhibitors of IQ motif and Ca2+-dependent inactivation inhibitor domain binding in CACNA1D, Förster resonance energy transfer in living cells, …; HEK cells, CFP/YFP FRET ICDI-IQ, plate reader, 10 min; percent FRET-ratio fall versus neutral wells; inhibition, % at 12.3 µM; 340,000 tested, 0.098% active;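 active = mean replicate inhibition of at least 30% and at least 1% of replicates passing that level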;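 note: 0% = median of the neutral control wells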
hiPSC survival: enhancers of single-cell hiPSC survival, primary screen, ATPlite luminescence. survival enhancement, % at 20 µM. 100% = ROCK inhibitor wells, 0% = DMSO. 360,000 tested, 0.044% active; in the data active = survival enhancement above about 18%;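 note: cells exposed to compounds for 16 hours before the ATP read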
TRPM1 prom inh: inhibitors of MITF-dependent TRPM1 promoter reporter, primary screen, cell-based, SK-MEL-5, single point, luciferase | SK-MEL-5 TRPM1 promoter luciferase, 24 h | inhibition, % at 12.5 µM | 330,000 tested, 0.83% active | AID 488899, 2010;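 active = mean inhibition across replicates of 60% or more, whatever share of single replicates reaches that level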; note: values of inactives mirror those of a sister screen read the other way
Granule exo inh: LAMP-1 surface exposure blockers, TALL-104 cells – cell-based, flow cytometry, MLPCN library, primary screen. TALL-104 LAMP-1 surface exposure; cells stimulated with thapsigargin and PMA. inhibition, % at 10 µM. 360,000 tested, 0.66% active. AID 651702, 2012;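 active = inhibition above about 55%, limit read from the data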
Vif imaging: HIV Vif self-association inhibitors, primary screen, imaging, HEK293T, single point | HEK293T cells, Vif self-association by quenched fluorescence, 24 h | inhibition, % at 7.49 µM | 340,000 tested, 0.35% active | AID 602346, 2012; in the data active = inhibition above about 50%, passing the limit was not always enough; note: some results filed as inactive read as strong as hits
aDG glyco up: activators of alpha-DG glycosylation, primary screen, uHTS, Pro5-aDG cells, AlphaScreen. alpha-DG glycosylation AlphaScreen (IIH6); 0% Pro5, 100% B10-LARGE cell signal. activation, % at 10 µM. 360,000 tested, 0.22% active;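 active = activation of at least 8% versus controls, or a plate z-score of at least 8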;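 note: Pro5 are CHO cells carrying HIG-tagged alpha-DG that lacks glycosylation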
HIF-2a inh: HIF-2a reporter inhibitors, primary screen, luminescence, 786-0 RCC cells. inhibition, % at 18.8 µM. 786-0 RCC cells HIF-2a reporter, luciferase luminescence, overnight. AID 624352, 2012. 360,000 tested, 0.72% active;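 active = inhibition of the luminescence signal of 40% or more relative to plate controls, in a single-dose primary screen at 18.75 µM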
An asterisk follows results filed as active; nt = no result given.

Structure	NR2E3 ag-1	aDG glyco up	hiPSC survival	CaV13 FRET inh	PDI turbidity	TRPM1 prom inh	Vif imaging	HIF-2a inh	NR2E3 ag-2	Peg3 prom inh	Granule exo inh
CCN(CC)S(=O)(=O)c1ccc(N2CCOCC2)c(NS(=O)(=O)c2ccc(Cl)s2)c1	nt	-0.3	-1.9	-12	8	nt	nt	-1	-9	9	8
CCOC(=O)N1c2ccccc2Sc2ccccc21	0	0.1	1.3	-18	-2	8	5	28	-6	15	0
CCN(C(=O)/C=C/c1ccccc1)C1CCCCC1	-5	0.0	1.5	-5	-3	-7	-3	-74	-11	-39	-2
CCOC(=O)Cc1csc(NC(=O)COc2ccc(C)c(C)c2)n1	0	0.0	1.3	9	5	12	9	19	-21	5	4
Cc1ccc2c(CSc3nncn3C)cc(=O)oc2c1C	-2	0.0	3.4	5	-2	2	11	1	11	5	0
O=C(Cn1nc(-c2cccc(Cl)c2)ccc1=O)Nc1cccnc1	3	-0.1	0.4	-12	2	0	3	-2	9	16	-1
O=C(Nc1nnc(Cc2ccc(Cl)cc2)s1)c1cccs1	-1	0.0	4.7	-5	-2	-27	1	-35	-36	-44	-1
Cc1cccc(C)c1OCC(=O)OCC(=O)Nc1ccc(Cl)cn1	0	-0.3	0.3	-6	4	-3	-3	12	-1	11	-1
Cc1cc(SCC(=O)N(C)CC(=O)Nc2ccc(F)cc2)nc2ccccc12	-2	1.1	0.5	-6	-34	-5	-4	4	18	23	-1
O=C(CN(c1ccc2c(c1)OCCO2)S(=O)(=O)c1ccccc1)NCC1CCCO1 (stereo not given)	4	0.0	4.4	-4	3	-4	3	20	-4	8	1
COC(=O)c1sc(S(=O)(=O)NC(C)C(=O)O)c(C(=O)OC)c1C (stereo not given)	2	-0.1	0.9	-3	-1	-8	-3	6	-1	4	0
COC(=O)c1ccc(-c2n[nH]c(=O)c3ccccc23)cc1	1	-0.1	-0.3	-5	-10	-26	-11	2	-18	5	-1
COc1ccc(C(=O)N2CCCC(Nc3ccc(F)cc3)C2)cc1F (stereo not given)	2	-0.1	0.0	-9	-3	1	7	4	-8	17	1
O=C(NC1CCCCC1)C(c1ccncc1)N(C(=O)c1csnn1)c1ccccc1F (stereo not given)	-3	0.0	-0.5	-18	-11	4	-11	14	-20	9	-5
COc1ccc(F)cc1Cn1nc(C(=O)O)c2ccccc2c1=O	5	0.3	0.2	-4	3	-2	-4	1	-25	13	-13
CCOC(=O)c1c(C)[nH]c(C(=O)COC(=O)c2cnccn2)c1C	0	-0.2	-2.6	-5	-1	14	17	2	-15	7	-1
Cc1cccc(COc2ccccc2C(=O)N(C)CC(=O)Nc2cccc(F)c2)c1	3	0.0	0.3	-5	9	7	0	23	-5	23	8
Cc1ccc(S(=O)(=O)CC(=O)c2ccc(C(C)(C)C)cc2)cc1	0	-0.2	-2.1	-4	-5	9	-4	-61	6	-21	-5
CCOC(=O)C1=C(CN2CCC(C)CC2)NC(=O)NC1c1ccc(Cl)cc1 (stereo not given)	4	0.2	1.2	-9	-2	0	-8	25	3	-55	2
Cc1ccc(NC(=O)COc2ccccc2)c(NC(=O)c2ccco2)c1	2	0.0	0.4	nt	10	14	4	11	-14	-2	-3
O=C(Nc1ccc(Cc2ccncc2)cc1)c1cccc([N+](=O)[O-])c1	4	1.6	2.2	6	12	-5	8	-94	-32	-78	12
CCCn1c2ccccc2c2nnc(SCC(=O)Nc3nnc(CC(=O)OCC)s3)nc21	0	-0.2	2.1	-5	1	4	8	1	0	17	-2
COc1ccccc1NC(=S)NCCc1c[nH]c2ccccc12	2	-0.2	-6.4	nt	-1	11	-7	-13	-4	11	-1
CCCNC(=O)C(=O)N/N=C/c1ccc(OCc2ccccc2)cc1	1	0.5	-1.4	6	-15	-25	-7	20	11	-45	-8
Cc1ccc(NC(=O)CCC(=O)OCC(=O)c2ccc(-c3ccccc3)cc2)cc1	1	0.0	-0.1	-11	-8	0	nt	-18	-23	-15	4
COCCNC(=O)C(c1ccc(OC)cc1)N(CCOC)C(=O)CCC(=O)Nc1nccs1 (stereo not given)	-1	0.1	-0.3	-7	-8	17	-1	0	-13	1	-15
CCC(OC(=O)c1ccc(S(C)(=O)=O)c([N+](=O)[O-])c1)C(=O)NC1C2CC3CC(C2)CC1C3 (stereo not given)	nt	-0.3	30*	-6	20	nt	-18	81*	-19	96*	0
CC1=C(Sc2nc3ccccc3[nH]2)C(=O)NC(C)(C)C1	-1	-0.3	-2.4	-5	6	0	0	-52	-10	-13	-2
Nc1cccc(-c2nc3ccccc3[nH]2)c1	1	0.0	-2.1	-4	5	-56	-3	-239	-92	-205	4
COc1ccccc1N1CCN(C(=O)c2cccc(C(=O)N3CCN(c4ccccc4OC)CC3)c2)CC1	1	0.2	2.0	-3	-4	7	-5	5	-16	23	-4

Retrieved one by one from the entries so far:
Structure	NR2E3 ag-1	aDG glyco up	hiPSC survival	CaV13 FRET inh	PDI turbidity	TRPM1 prom inh	Vif imaging	HIF-2a inh	NR2E3 ag-2	Peg3 prom inh	Granule exo inh
CC1=C(Sc2nc3ccccc3[nH]2)C(=O)NC(C)(C)C1	-1	-0.3	-2.4	-5	6	0	0	-52	-10	-13	-2
Nc1cccc(-c2nc3ccccc3[nH]2)c1	1	0.0	-2.1	-4	5	-56	-3	-239	-92	-205	4

(continued)
Structure	NR2E3 ag-1	aDG glyco up	hiPSC survival	CaV13 FRET inh	PDI turbidity	TRPM1 prom inh	Vif imaging	HIF-2a inh	NR2E3 ag-2	Peg3 prom inh	Granule exo inh
COc1ccccc1OCCNc1ccc(S(=O)(=O)N2CCCC2)cn1	nt	0.1	-0.4	-6	-5	5	-16	10	-2	10	-2
Cc1cccc(N2CCN(C(=O)C(NS(=O)(=O)c3cccs3)c3ccccc3)CC2)c1C (stereo not given)	-2	0.7	1.0	nt	6	-5	-7	23	-7	8	1
COC(=O)N1[C@H](C)C=C[C@]1(Cc1ccccc1)C(=O)NCCCNc1ncc(C(F)(F)F)cc1Cl	2	0.0	-3.5	-4	6	3	18	-17	-8	6	-2
COc1cc(Br)cc2cc(C(=O)N3CCCCC3C)c(=O)oc12 (stereo not given)	3	0.1	6.0	-3	7	0	1	-3	-9	-18	-1
C#CCOCCOCCOCCNc1nc(N2CCN(C(=O)[C@H](CCCN=C(N)N)n3cc(C(N)[C@@H](C)CC)nn3)CC2)nc(N2CCN(C(=O)[C@H](CCC(=O)O)n3cc([C@@H](N)CC(N)=O)nn3)CC2)n1 (stereo not given in full)	nt	0.2	1.5	-10	6	8	nt	2	3	8	-1
Cc1ccc(Cl)cc1N1C(=O)CC(Sc2ncccn2)C1=O (stereo not given)	4	0.1	-0.7	-5	-27	1	0	16	-9	-2	24
O=C(CSc1nc2ncccc2[nH]1)NC1CCCCC1	0	0.0	-0.3	-5	-5	2	-4	-2	-2	-21	-10
CCOCCCNC(=O)c1ccc(N2CCOCC2)c(NS(=O)(=O)c2ccc(OC)cc2)c1	2	-0.2	-1.4	-5	2	-16	7	8	-11	11	3
NC(=O)c1c(NC(=O)c2ccc([N+](=O)[O-])o2)sc2c1CCCC2	5	0.2	-0.6	-3	-1	62*	13	7	5	99*	-6
COC(=O)c1ccc(Cn2cnc3c(cnn3-c3ccc(C)c(C)c3)c2=O)o1	-4	-0.1	-1.9	-8	7	-3	-4	-1	-17	16	-4
O=C(NNC(=O)c1ccc2c(=O)n3c(nc2c1)CCC3)c1cccc(Cl)c1	2	-0.3	0.3	-6	-4	-3	3	-1	-23	-4	3
COc1ccc(-c2csc(Nc3cc(C)ccn3)n2)cc1C	2	-0.1	0.0	-3	-8	-32	-16	-329	-67	-248	-4
Cc1c(C(=O)NCc2ccccn2)sc(=O)n1Cc1ccc(-c2ccccc2)cc1	nt	0.0	2.6	25	-7	nt	-2	-8	19	8	-17
CCCN1CCN(CCCNC(=O)CCCn2nc(C)c3sc4ccccc4c3c2=O)CC1	-3	0.1	0.0	-2	-7	-12	-8	4	-8	1	4
O=C1NC(c2ccccc2)=C(c2nc3ccccc3s2)C(c2ccc(O)cc2)N1 (stereo not given)	2	0.0	-0.9	nt	3	21	-1	-20	0	14	1
O=c1[nH]c2ccc(S(=O)(=O)N3CCCCC3)cc2[nH]1	1	-0.2	1.1	-7	0	3	-4	16	-17	22	3
Cc1nn(-c2ccccn2)c2c1C(c1ccncc1)C1=C(CC(C)(C)CC1=O)N2 (stereo not given)	5	-0.2	-0.4	-8	1	0	-2	1	-59	26	-6
COCCCNC(=S)Nc1cccc2ncccc12	0	0.9	0.3	0	-1	4	-1	-22	1	-9	-2
CC(C)OC(=O)c1c(-c2ccc(C(C)C)cc2)csc1NC(=O)C1CCCO1 (stereo not given)	1	0.0	-2.9	nt	2	1	-24	18	6	7	2
CCOCCCN1CC(=O)N2[C@@H](Cc3c([nH]c4ccccc34)C2(C)C)C1=O	3	0.1	-0.3	-4	-2	0	nt	16	-16	12	5
N#Cc1ccc(N2CCN(c3ccc(F)cc3)CC2)cc1	9	1.2	-0.8	nt	2	-1	-3	-48	-20	-33	1
O=C(c1ccc([N+](=O)[O-])cc1[N+](=O)[O-])n1cnc2ccccc21	3	0.3	-2.3	10	2	33	5	-13	14	13	2
O=S(=O)(c1ccc2c(c1)OCCO2)N1CCC(c2nc3ccccc3s2)CC1	-1	0.2	0.1	-7	3	0	nt	-1	4	4	-4
Cn1cnnc1SCC(=O)c1ccc(OC(F)F)cc1	2	0.0	-0.7	-6	-1	5	nt	4	1	13	2
Cc1ccc2[nH]c3c(N4CCN(Cc5ccccc5)CC4)ncnc3c2c1	-2	6.1	2.8	-8	-7	30	-15	2	79*	42	6
CN(C)c1ccc(NC(=O)c2ccc(COc3cccc(Cl)c3)o2)cc1	-1	-0.2	-4.3	-5	10	-10	0	-235	-28	-222	0
Cc1ccc(S(=O)(=O)N(Cc2c(F)cccc2Cl)C(=O)N2CCN(C)CC2)cc1	-1	0.3	0.6	-6	0	-10	-11	6	17	1	-6
COc1ccccc1NC(=O)N(C)C[C@H]1Oc2ncc(Br)cc2C(=O)N([C@H](C)CO)C[C@H]1C	nt	0.0	-3.5	-2	-4	nt	-9	1	-24	16	-4
